BCR signal inh – inhibitors of chronic active B-cell receptor signaling | ABC-DLBCL IkBa-CBG/CBR reporter, luminescence ratio, 4 h | Potency, µM (top dose mostly 46.1 µM), inactives show at the highest dose ratio change, negative = lower green/red ratio, hits mostly inhibitors | 0.05% of 340,000 active; active = well fitted inhibition curve with a large enough effect in the signal ratio, with a control signal flat, not every such curve was filed as active; inconclusive = small, poorly fitted or top-dose-only effect, or effect the other way, or a change in a side signal; the % refers to the signal ratio;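 note: potency is the fitted concentration of half-maximal effect; plate controls were basal doxycycline-induced cells for no effect and cells given 10 µM MG132 for full effect; MG132 reads +100%, hits lower the ratio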
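Compounds up to 46 uM were incubated four hours with TMD8 cells whose green CBG68 luciferase is fused to IkappaBalpha; red CBR luminescence normalised the signal, and concentration-effect curves were fitted to fusion, red and ratio data.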
Giardia killer – kills Giardia lamblia | 0.15% of 340,000 active | Giardia lamblia trophozoite viability | activity change, % at 7.66 µM, hits read low; in the data active = activity change below about -80%; inconclusive = between about -30% and that limit;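 note: parasites exposed to compound for two days anaerobically before the ATP read; % is set by controls: 0 for no effect and ±100 for the full control effect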
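Each well holds 100 Giardia trophozoites and compound. After two days (48 hrs) at 37 deg C in anaerobic conditions, ATP is quantified by luminescence.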
B2AR arrestin – beta2AR (human) beta-arrestin recruitment activity | P07550 | beta-arrestin recruitment to beta2AR, cell-based reporter | Potency, µM (titrated, usually from 46.1 µM), for inactives: at the highest dose activation, actives largely listed as activators | 0.02% of 330,000 active;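 note: potency is the fitted concentration of half-maximal effect; 0% = DMSO controls and full agonism = EC100 isoproterenol or metaproterenol; nearly all actives have a fitted effect of over 65% in size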
Target sequence (P07550 whole entry, looked up): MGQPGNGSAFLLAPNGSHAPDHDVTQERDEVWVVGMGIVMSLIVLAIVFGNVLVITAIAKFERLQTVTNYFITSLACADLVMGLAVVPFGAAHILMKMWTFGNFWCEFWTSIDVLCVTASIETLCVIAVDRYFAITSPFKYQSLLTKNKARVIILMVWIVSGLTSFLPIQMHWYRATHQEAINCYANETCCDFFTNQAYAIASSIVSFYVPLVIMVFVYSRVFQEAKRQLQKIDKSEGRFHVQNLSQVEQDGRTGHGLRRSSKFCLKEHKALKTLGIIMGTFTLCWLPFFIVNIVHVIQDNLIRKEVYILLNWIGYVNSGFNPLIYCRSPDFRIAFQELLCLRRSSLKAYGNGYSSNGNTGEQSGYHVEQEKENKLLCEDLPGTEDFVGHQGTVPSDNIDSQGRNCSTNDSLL
Integrin act MD – activates integrin-mediated alleviation for muscular dystrophy | 0.064% of 350,000 active | Potency, µM (titrated, usually from 38.3 µM), for the others: top-dose activation, most hits filed as activators | alpha7betagal myoblasts, beta-gal FDG fluorescence, 48 h | AID 624291;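 note: potency is the fitted concentration of half-maximal effect; 100% = response of the positive control SU9516; nearly all actives have a fitted effect of over 60% in size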
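alpha7betagal+/- myoblasts (passage 13, 250/well) treated 48 h at 37C with compounds at 1:260 dilution of DMSO stock. Lysed, then beta-galactosidase activity read as FDG fluorescence (ex 480/em 540) after 30 min, with pre-read for autofluorescence.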
Menin MLL FP TR – displaces Texas Red mutant MLL peptide from human menin. Potency, µM (doses to about 61.6 µM), for the others: at the top dose FP activity change, negative = inhibition, usual class: inhibitors. O00255. 0.23% of 270,000 active. Menin + Texas Red MLL mutant peptide, fluorescence polarization; active = well fitted inhibition curve with a large enough effect in the polarisation, with a control signal flat, not every such curve was filed as active; inconclusive = small, poorly fitted or top-dose-only effect, or effect the other way, or a change in a side signal; inactive = no such curve, though single readings can be large or run the other way; the % refers to the polarisation; note: potency is the fitted concentration of half-maximal effect; % of control where 0% means no effect; many of its hits are not listed in these tables
Tb PFK inh – blocks T. brucei phosphofructokinase | O15648 | T. brucei PFK, ADP-Glo luminescence | Potency, µM (top dose mostly 57.5 µM), for inactives: at the highest dose activity, negative = inhibition, hits mostly inhibitors | 0.17% of 330,000 active | AID 485367;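 note: potency is the fitted concentration of half-maximal effect; 0% = uninhibited 1x PFK enzyme wells and -100% = no-enzyme wells; nearly all actives have a fitted effect of over 60% in size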
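1.25 nM PFK with 0.5 mM F6P and 0.1 mM ATP in 0.1 M TEA pH 8.0, 5 mM MgCl2, incubated 45 min at room temperature; ADP measured by ADP-Glo luminescence; compounds titrated up to 57 uM.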
PTAP TSG101 blk – blocks PTAP/TSG101 interaction to inhibit HIV-1 budding; Q99816; Potency, µM (highest dose often 115 µM), inactives show at the top dose activity change, negative = inhibition, hits mostly inhibitors; 340,000 tested, under 10 active; Fluorescence polarization, FITC-PTAP peptide / Tsg101 binding; AID 493005; active = well fitted inhibition curve with a large enough effect in the main read-out, with a control signal flat, not every such curve was filed as active; inconclusive = small, poorly fitted or top-dose-only effect, or effect the other way, or a change in a side signal; inactive = no such curve, though single readings can be large or run the other way; note: potency is the fitted concentration of half-maximal effect; % of control where 0% means no effect
Target sequence (Q99816 whole entry, looked up): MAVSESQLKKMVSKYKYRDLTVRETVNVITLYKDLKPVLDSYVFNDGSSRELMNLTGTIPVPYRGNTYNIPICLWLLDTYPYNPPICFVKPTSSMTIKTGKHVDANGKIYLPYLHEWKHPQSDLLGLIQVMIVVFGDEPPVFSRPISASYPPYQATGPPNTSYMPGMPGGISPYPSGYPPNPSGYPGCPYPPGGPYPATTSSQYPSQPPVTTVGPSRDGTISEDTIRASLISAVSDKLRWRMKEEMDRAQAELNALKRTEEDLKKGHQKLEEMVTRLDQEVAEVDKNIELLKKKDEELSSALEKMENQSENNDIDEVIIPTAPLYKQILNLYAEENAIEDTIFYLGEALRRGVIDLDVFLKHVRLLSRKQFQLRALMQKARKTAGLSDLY
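Tsg101 binding domain (10 uM final) was mixed with compound and a FITC-labeled PTAP peptide (50 nM final) in HEPES pH 7.5 buffer with NaCl, Tween 20, EDTA and TCEP; fluorescence polarization was read after 20 min at r.t.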
ASM inhibitor – human S-ASM enzyme inhibition | P17405 | AID 504937 | 0.006% of 340,000 active | placental ASM, HMU-PC fluorogenic substrate, 60 min | Potency, µM (highest dose often 57.5 µM), for inactives: at the top dose activity change, negative = inhibition, most hits filed as inhibitors; note: potency is the fitted concentration of half-maximal effect
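Fluorescence read-out (Ex 386 nm, Em 447 nm) after stopping the reaction at pH 10. Enzyme: ASM from human placenta; substrate HMU-PC0, 9 uM final; 60 min, 37 °C. Compound preincubation 10 min, ambient temperature.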
GALK inh – galactokinase (human) inhibition | P51570 | Purified GALK, Kinase-Glo residual ATP luminescence | Potency, µM (highest dose often 57.5 µM), without a hit: at the top dose activity change, negative = inhibition, actives largely listed as inhibitors | 0.007% of 270,000 active; note: potency is the fitted concentration of half-maximal effect; % is set by controls: 0 for no effect and ±100 for the full control effect
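5 nM enzyme, 35 uM ATP, 100 uM galactose, 20 mM HEPES pH8.0, 5 mM MgCl2; 1 h RT; residual ATP by Kinase-Glo Plus luminescence, qHTS format.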
PKM2 activator – PKM2 (human) enzyme activation; P14618; purified PKM2, Kinase-Glo ATP luminescence, activation; response scale: 0% is enzyme alone, no compound; Potency, µM (doses to about 57.5 µM), without a hit: at the top dose activation, most hits filed as activators; 0.34% of 260,000 active; note: potency is the fitted concentration of half-maximal effect; % is set by controls: 0 for no effect and ±100 for the full control effect; nearly all actives have a fitted effect of over 55% in size
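hPK-M2, >95% pure; 0.1 mM ADP / 0.5 mM PEP final; imidazole pH7.2 buffer w/ 7 mM MgCl2, 50 mM KCl; 1 h RT; Kinase-Glo lum. Intermediate enzyme activity for dual inhibitor/activator qHTS.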
Coupling enz – coupling enzyme interference in Giardia aldolase counter-screen | 0.67% of 290,000 active | activity change, negative = inhibition, % at 58.2 µM, hits read low | coupling enzyme system counterscreen, AmpLite Red fluorescence; in the data active = activity change below about -30%; note: % is set by controls: 0 for no effect and ±100 for the full control effect
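Final compound at 57.5 uM, incubated 10 min at RT with coupling enzyme reagent (glyceraldehyde-3-phosphate), then 20 min with substrate and AmpLite Red detection. Fluorescence read at 525/598 nm; tests interference with the coupling assay, not aldolase inhibition.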
Starred values were filed as active, the others as inactive; ? = inconclusive; . = not tested or not shown; & = joins results of further samples; [ ] = remark or other dose. Unless noted, calls come from the whole dose curve; as a rule, active = well fitted curve in the direction sought with a large enough effect; inconclusive = small, poorly fitted or top-dose-only effect, or another doubt; inactive = no such curve, though single readings can be large; an effect the other way counts as inactive or inconclusive. This is a subset (hit frequency here may not be typical).

SMILES,BCR signal inh,Giardia killer,B2AR arrestin,Integrin act MD,Menin MLL FP TR,Tb PFK inh,PTAP TSG101 blk,ASM inhibitor,GALK inh,PKM2 activator,Coupling enz
CCCCCCCCCCCCOC1OC(CO)C(O)C(O)C1NC(C)=O (stereo not given),3%,-11,-0.6%,-16%,3%,0%,-1%,-4%,-2%,0%,2
CC[C@]12c3[nH]c4ccccc4c3CCN1C(=O)C(CC(=O)NCCCn1ccnc1)C[C@@H]2C(=O)N1CCN(C(=O)C2CC2)CC1 (stereo not given in full),1%,33[activator],0.5%,2%,.,2%,0%,-1%,.,.,.
CC(C)(C)c1nc2ccccc2[nH]1,5%,-9,2.5%,-27%,10%,-1%,-4%,3%,0%,-20%,-7
Cc1ccc(C2C(C#N)=C(N)OC3=C2C(=O)CCC3)s1 (stereo not given),5%,28,0.0%,12%,13%,5%,-4%,1%,-1%,3%,-5
COC(=O)c1cc(CSc2nnc(-c3ccccc3)c(-c3ccccc3)n2)oc1C,3%,8,-0.2%,-39%,11%,1%,-2%,-7%,1%,0%,-2
COc1ccc(/C=N/N2CCOCC2)cc1OCc1ccccc1,2%,6,0.2%,-1%,8%,5%,-7%,-1%,4%,23%,1
COc1ccc(OC)c(N/C(=N/c2nc(C)cc(C)n2)NC(C)=O)c1,6%,19,-0.8%,-4%,.,0%,0%,5%,-1%,-2%,3
Clc1cccc(CSc2nnc([C@@H]3CCCN3)o2)c1,3%,-1,-0.2%,1%,-13%,-19%,0%,1%,0%,3%,2
NS(=O)(=O)c1ccc(CCNC(=O)COC(=O)/C=C/c2ccc(Cl)cc2)cc1,-13%,-10,0.3%,-6%,2%,-3%,-6%,-1%,6%,-4%,1
O=C(c1ccc(CNS(=O)(=O)c2cccc(Cl)c2)cc1)N1CCCCC1,0%,-1,-0.8%,11%,.,-8%,0%,-2%,0%,0%,.
CCOC(=O)N1CCC(N2Cc3cccc(C(=O)Nc4ccc(OCC)cc4)c3C2=O)CC1,-1%,-17,-1.1%,17%,23%,-2%,-7%,-11%,5%,-1%,-2
C/C(=N/NC(=O)c1ccncc1)c1ccc2c(c1)OCO2,4%,-1,0.2%,18%,-26%,-1%,0%,0%,2%,.,0
Cc1cccc(C)c1NC(=O)CNC(=O)C(C)N1CCCCC1 (stereo not given),0%,19,0.0%,17%,.,0%,-2%,3%,.,.,.
COc1ccc(/C=N/NC(=O)c2ccco2)cc1Cn1nc(C)cc1C,-10%,3,-0.1%,5%,-28%,9%,-6%,4%,1%,7%,4
Cc1ccc(S(=O)(=O)NC(=O)NC(C)(C)C)cc1,2%,-11,-0.2%,-8%,9%,4%,0%,-2%,6%,-1%,4
O=C(c1ccc(Cl)c(S(=O)(=O)N2CCCCC2)c1)N1CCCCCC1,?,-9,0.5%,-20%,.,-3%,0%,2%,-4%,10%,.
COc1ccc(S(=O)(=O)N(C)c2ccc(C(=O)NCc3ccccn3)cc2)cc1OC,-6%,4,-0.1%,?,.,-2%,-12%,5%,-3%,1%,.
CC(C)C(OC(=O)c1cccs1)C(=O)NCc1ccccc1 (stereo not given),9%,-8,-0.1%,?,4%,0%,-5%,4%,11%,-8%,0
CC(C)(C)NC(=O)CN(C(=O)CCC(=O)Nc1nccs1)c1ccc2c(c1)OCCO2,1%,-13,-0.4%,-5%,-13%,1%,1%,5%,-2%,3%,1
CC(C(=O)Nc1ccc(F)c(F)c1F)N(C)CCOc1ccccc1 (stereo not given),3%,-16,-0.3%,6%,.,3%,-9%,1%,6%,-6%,.
COC(=O)C[C@H](NC(=O)Cn1cnc2c(SC)nc(N)nc21)C(=O)OC,-3%,0,-1.0%,5%,.,0%,-2%,-5%,.,.,.
COc1ccccc1NC(=O)CN1C(=O)COc2ccc(S(=O)(=O)N3CCCCCC3)cc21,-1%,24,-0.5%,14%,10%,2%,1%,-2%,-8%,.,1
CCCC(=O)Nc1ccc(Cl)c(NC(=S)NC(=O)C(C)C)c1,?,-9,-0.1%,0%,9%,2%,-2%,-2%,-4%,2%,3
Cc1ccccc1CNc1ccc(C(CC(N)=O)NC(=O)c2ccccc2)cc1[N+](=O)[O-] (stereo not given),?,17,0.6%,-37%,.,-9%,-3%,-3%,-2%,-1%,3
OC(CN1CCCCC1)CN1CCCCC1,-10%,-11,-0.4%,-46%[inhibitor],?,3%,-6%,5%,-3%,15%,2

Structures above that have an NH in an aromatic ring:
SMILES,BCR signal inh,Giardia killer,B2AR arrestin,Integrin act MD,Menin MLL FP TR,Tb PFK inh,PTAP TSG101 blk,ASM inhibitor,GALK inh,PKM2 activator,Coupling enz
CC[C@]12c3[nH]c4ccccc4c3CCN1C(=O)C(CC(=O)NCCCn1ccnc1)C[C@@H]2C(=O)N1CCN(C(=O)C2CC2)CC1 (stereo not given in full),1%,33[activator],0.5%,2%,.,2%,0%,-1%,.,.,.
CC(C)(C)c1nc2ccccc2[nH]1,5%,-9,2.5%,-27%,10%,-1%,-4%,3%,0%,-20%,-7

Next part.
SMILES,BCR signal inh,Giardia killer,B2AR arrestin,Integrin act MD,Menin MLL FP TR,Tb PFK inh,PTAP TSG101 blk,ASM inhibitor,GALK inh,PKM2 activator,Coupling enz
COc1ccc(CNC(=O)c2ccccc2SC)cc1,-2%,1,0.0%,0%,-9%,-6%,2%,1%,-4%,4%,4
Cc1c(NC(=O)OCCNC(=O)Nc2ccccc2)sc(=S)n1C,-13%,-3,0.2%,6%,12%,-12%,-5%,-1%,-4%,21%,1
CCc1ccccc1NS(=O)(=O)c1ccc2c(c1)C(C)(C)C(=O)N2C,5%,2,0.0%,0%,8%,1%,-1%,4%,.,-11%,0
COc1ccc(/C=C(\NC(=O)c2cccs2)C(=O)NN)cc1OC,6%,-25,-0.8%,-22%,7%,1%,-2%,-1%,1%,.,5
CC(C)(C)CC(=O)NCCc1csc(-c2ccccc2)n1,?,7,0.1%,14%,.,1%,1%,-2%,0%,0%,-2
Cc1cccc(N(Cc2cc3ccccc3[nH]c2=O)C(=O)c2ccco2)c1C,5%,2,0.4%,10%,-6%,-3%,-6%,-5%,1%,12%,7
O=C1CNC(=O)N1c1ccc(Cl)cc1,?,4,0.2%,19%,13%,8%,-3%,2%,2%,.,2
CCOc1ccc(NC(=S)NCc2ccc3[nH]c(C)cc3c2)cc1,-11%,-4,-0.1%,0%,-13%,-3%,-4%,-13%,-2%,0%,-1
CC1(C)CC(N=C2C([N+](=O)[O-])=CC=C3C2=NC2(CCCCC2)N3O)CC(C)(C)N1,?,-10,-0.7%,20%,.,0%,1%,-5%,4%,-19%,-38*
O=C(NCc1cccnc1)c1ccccc1Br,?,-14,-1.0%,-10%,27%,-22%,-4%,3%,2%,-5%,7
O=C(NCCNCCO)C1(C(F)(F)F)C/C(=C\Cc2ccccc2)CCCO1 (stereo not given),.,-7&13,.,7%,-2%,.,2%,1%,.,.,6
Cc1ccc(NC(=O)c2cc(C)no2)cc1,?,18,0.4%,19%,17%,1%,-12%,0%,0%,.,-1
CC(=O)NC(Cc1ccc(F)c(F)c1)C(=O)NC1CCN(C(=O)c2ccc(C)cc2)CC1 (stereo not given),0%,12,-0.9%,-16%,-4%,-4%,-1%,0%,3%,-8%,2
CCOC(=O)N1CCC(NC(=O)CSCc2nc(-c3ccc(OCC)cc3)oc2C)CC1,?,?,10%,-44%,.,-17%,-10%,-2%,4%,.,.
Cc1ccc2c(c1)SC1=NC(c3ccccc3)(C(F)(F)F)NC(=O)N12 (stereo not given),-1%,.,-0.1%,.,?,2%,.,.,3%,-13%,5
O=C(COC(=O)c1ccccc1S(=O)(=O)N1CCCCC1)NCC(F)(F)F,-6%,28,-0.9%,-10%,1%,5%,-3%,3%,-3%,-10%,-12
CSc1nnc(SCC2=NNC(=O)SC2)s1,1%,8,0.0%,8%,-2%,0%,-7%,3%,1%,-1%,0

Among those listed so far, these have a nitro group on carbon.
SMILES,BCR signal inh,Giardia killer,B2AR arrestin,Integrin act MD,Menin MLL FP TR,Tb PFK inh,PTAP TSG101 blk,ASM inhibitor,GALK inh,PKM2 activator,Coupling enz
Cc1ccccc1CNc1ccc(C(CC(N)=O)NC(=O)c2ccccc2)cc1[N+](=O)[O-] (stereo not given),?,17,0.6%,-37%,.,-9%,-3%,-3%,-2%,-1%,3
CC1(C)CC(N=C2C([N+](=O)[O-])=CC=C3C2=NC2(CCCCC2)N3O)CC(C)(C)N1,?,-10,-0.7%,20%,.,0%,1%,-5%,4%,-19%,-38*
